# Ecoli viability – reduces bacterial viability in AddAB counter-screen; E. coli V3065 growth, OD600 absorbance, 18 h; inhibition, % at 11.9 µM; 330,000 tested, 0.27% active; AID 449728;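 active = inhibition above the campaign's mean inhibition across all tested compounds plus 3 SD, cut at about 9.9% in these data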;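 note: uninfected addAB+ strain grown without phage in ampicillin broth; 0% = DMSO wells and 100% = ciprofloxacin 0.95 µg/ml wells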
# PfHsp90 set2 – inhibits growth of yeast expressing Plasmodium falciparum Hsp90; 310,000 tested, 0.32% active; S. cerevisiae expressing PfHsp90, BacTiter-Glo ATP, 48 h; yeast lacking PDR1 and PDR3 efflux regulators; inhibition, % at 9.4 µM; AID 504621;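 active = every replicate shows inhibition above about 80%, whatever the replicate mean, limit read from the data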;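 note: 0% = DMSO neutral controls and 100% = 20 µM radicicol positive controls; yeast relying on Plasmodium falciparum Hsp90 in place of its own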
# phage Ecoli inh – E. coli growth loss with phage present; AID 651602; inhibition, % at 11.9 µM; growth absorbance; 360,000 tested, 0.26% active; in the data active = inhibition above about 11%
# AddAB inh – less growth of phage-infected E. coli with AddAB; E. coli expressing H. pylori AddAB, absorbance growth; inhibition, % at 11.9 µM; 330,000 tested, 0.29% active; AID 435030; in the data active = inhibition above about 12%;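 note: 0% = vehicle wells of infected cells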
# PKA-R2B act – activators of human PKA-R2B complex. P22694+P31323. PKA-R2B holoenzyme dissociation, Cy5-IP20 fluorescence polarization; R2B truncated from residue 108, S112A mutant; 0% DMSO only, 100% 113 µM cGMP. activation, % at 11.4 µM. 340,000 tested, 0.079% active. AID 504700;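 active = activation above a cutoff set at the mean over all compounds plus 3 SD, cut at about 18% in these data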;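 note: higher means more holoenzyme dissociation and a rise in polarization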
# Target sequence (P31323 whole entry, looked up, other chains not shown, the tested form may be a part): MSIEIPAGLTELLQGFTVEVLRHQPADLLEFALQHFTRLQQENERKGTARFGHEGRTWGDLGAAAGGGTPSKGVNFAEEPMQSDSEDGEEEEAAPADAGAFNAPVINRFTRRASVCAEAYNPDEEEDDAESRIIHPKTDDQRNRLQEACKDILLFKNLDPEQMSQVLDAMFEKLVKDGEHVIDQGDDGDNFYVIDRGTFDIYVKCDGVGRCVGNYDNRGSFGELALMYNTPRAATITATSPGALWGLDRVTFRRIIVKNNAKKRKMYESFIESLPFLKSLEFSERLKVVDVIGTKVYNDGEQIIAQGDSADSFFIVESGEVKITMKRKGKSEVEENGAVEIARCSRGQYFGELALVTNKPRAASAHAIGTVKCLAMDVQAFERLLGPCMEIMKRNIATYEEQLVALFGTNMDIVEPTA
# HTR5A inv ctr – HTR5A inverse agonism, opioid heterodimer counter-screen | 340,000 tested, 0.083% active | P47898 | HTR5A cell line, luminescence | inhibition, % at 9.3 µM | AID 504634; in the data active = inhibition mostly above about 23%, no sharp cut-off; inactive = mostly below about 18%;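 note: 0% = cells with DMSO and 100% = no-cell wells with DMSO; some compounds called inactive have numbers as strong as hits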
# Target sequence (P47898 whole entry, looked up): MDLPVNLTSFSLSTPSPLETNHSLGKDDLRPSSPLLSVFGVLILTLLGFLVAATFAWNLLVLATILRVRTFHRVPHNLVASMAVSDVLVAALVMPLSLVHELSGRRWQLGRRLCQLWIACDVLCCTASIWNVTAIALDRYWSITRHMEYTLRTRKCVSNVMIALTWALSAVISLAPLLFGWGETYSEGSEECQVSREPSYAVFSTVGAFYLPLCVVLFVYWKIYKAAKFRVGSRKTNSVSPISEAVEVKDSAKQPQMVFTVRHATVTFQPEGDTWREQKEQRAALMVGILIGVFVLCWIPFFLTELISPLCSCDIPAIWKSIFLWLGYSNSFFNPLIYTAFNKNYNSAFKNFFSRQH
# OPRM1-OPRD1 ag – OPRM1-OPRD1 heterodimerization agonism; AID 504326; activation, % at 9.3 µM; P35372+P41143; cells, luminescence; 340,000 tested, 0.3% active; in the data active = activation above about 18%;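 note: 0% = vehicle-treated cells and 100% = reference agonist; values of inactives mirror those of a sister screen read the other way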
# Tat transport – blocks Tat-dependent protein export in E. coli; inhibition, % at 10 µM; 340,000 tested, 0.036% active; E. coli MC4100 TorA-mCherry Tat export, fluorescence;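 active = mean replicate inhibition at least 50% and at least half of replicates individually reaching 50%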;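 note: exported cargo escapes ClpAP degradation while cytoplasmic cargo is degraded and loses fluorescence; 0% = median of neutral control wells and 100% = median of NaSCN control wells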
# PKA-R1A act – activates the PKA-R1A holoenzyme complex; P00514+P68181; PKA-R1A dissociation, Cy5-IP20 fluorescence polarization; scaled: DMSO 0%, 113 µM cGMP 100%; activation, % at 11.4 µM; 340,000 tested, 0.083% active; AID 504707;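 active = percent activation above the mean of all tested compounds plus 3 SD, cut at about 19% in these data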;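 note: higher means more PKAc released from R1A so a rise in polarization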
# MOR-DOR inv ag – inverse agonists of human mu-delta opioid receptor heterodimerization; P35372+P41143; cell-based MOR-DOR heterodimer luminescence, inverse agonism; inhibition, % at 9.3 µM; 340,000 tested, 0.21% active; in the data active = inhibition above about 22%, passing the limit was not always enough;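 note: 0% = cells with DMSO and 100% = wells without cells with DMSO; values of inactives mirror those of a sister screen read the other way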
# Mot1-301 SUMO – inhibitors of SUMOylation pathway: yeast Mot1-301 growth rescue; S. cerevisiae Mot1-301 growth rescue, ATP luminescence, 38.5C; percent above DMSO median, 100 means doubled; growth rescue, % at 18.8 µM; 320,000 tested, 1% active;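 active = every valid replicate shows activation above 250% relative to neutral control wells; inactive = the rest, any valid replicate at or below 250%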;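 note: OY570 slx delta 5 strain wells were the positive control but not used for scaling; some compounds called inactive have numbers as strong as hits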
# Numbers without * were called inactive; . = no result given; & = joins results of further samples.
# Each structure is followed by: Ecoli viability	PfHsp90 set2	phage Ecoli inh	AddAB inh	PKA-R2B act	HTR5A inv ctr	OPRM1-OPRD1 ag	Tat transport	PKA-R1A act	MOR-DOR inv ag	Mot1-301 SUMO
Cc1nn(C2CCS(=O)(=O)C2)c(Cl)c1/C=C/C(=O)OCC(N)=O (stereo not given)
  0.7	22	-0.4	0.3	-9	-4	-2.0	-8	-2	10	13
COc1cc([N+](=O)[O-])ccc1NC(=O)CN1CCCC1
  0.3	.	-3.0	0.5	0	-20	-1.3	1	-6	6	9
CS(=O)(=O)N1c2cccc3cccc(c23)S1(=O)=O
  -2.6	-20	1.3	0.7	-1	10	-2.5	1	9	11	6
COc1ccc(C(=O)CCC(=O)Nc2cccnc2)cc1OC
  -3.0	-25	1.2	0.8	15	-27	2.5	4	3	-21	-5
COc1ccccc1NCc1nnc(-c2ccccc2)o1
  1.1	-9	1.3	3.1	5	8	-2.1	-6	5	11	-10
COC(=O)c1cc(Sc2cccc(Cl)c2Cl)ccn1
  1.4	-112	4.0	3.0	0	6	-0.9	6	-7	4	20
O=[N+]([O-])c1cccc(-c2nnc(-c3ccccc3)o2)c1
  0.7	-5	3.5	-0.9	-3	-13	3.2	-8	-2	-16	-4
O=C(Nc1ccc(S(=O)(=O)Nc2nccs2)cc1)c1cc(-c2ccccc2)nc2ccccc12
  0.2	2	4.7	1.9	3	-25	0.6	0	-2	-4	-4
Cc1sc2nc3ccc(NCc4ccco4)nn3c(=O)c2c1C
  0.9	7	1.7	3.8	-11	23	-2.7	7	-8	12	-5
O=C(NCCSCc1ccco1)c1ccc(=O)[nH]c1
  -0.2	-13	0.5	2.5	0	-5	0.9	-12	-19	-7	0
Cc1ccc(-c2nnc3n2N=C(c2ccc(Br)cc2)CS3)cc1
  -2.1	-5	0.1	2.3	8	5	-0.4	-11	0	2	226
O=C(COC(=O)c1ccncc1)NCCCc1ccccc1
  0.9	-7	3.3	-0.2	0	-10	-0.5	-3	1	3	4
COc1cccc(OCc2nnc(SCC(=O)NCc3ccco3)n2C)c1
  0.3	-14	1.9	-0.2	1	6	-2.3	-5	5	12	13
Cc1ccc(C)c(NC(=O)CCCCCN2C(=O)[C@@H]3Cc4ccccc4CN3C2=O)c1
  0.5	4	0.6	0.3	5	21	-2.3	-2	0	12	12
O=C(CCCN1C(=O)c2ccccc2C1=O)Oc1ccc(F)cc1
  -0.7	.	-0.9	-1.1	-4	-3	-1.2	-16	7	6	8
CCOC(=O)c1cccc(NC(=O)CSc2nnc(COc3ccc(Cl)cc3)o2)c1
  -3.7	.	3.5	2.5	9	7	5.5	4	7	-30	-10
O=C(NCN1CCc2ccccc2C1)c1ccccc1
  0.7	.	-0.2	1.8	-2	-12	-1.7	3	-1	8	-1
CCOC(=O)N1CCN(c2ccc(S(=O)(=O)N3CCC(C)CC3)cc2[N+](=O)[O-])CC1
  -1.7	-15	1.1	-0.9	9	-7	1.8	4	-7	-7	.
O=c1[nH]cc(S(=O)(=O)N2CCN(c3cccc(C(F)(F)F)c3)CC2)c(=O)[nH]1
  -1.6	0	1.8	-0.5	4	-4	-3.3	-4	3	17	-15
O=S(=O)(c1ccc(F)cc1)N(CCO)CC(O)Cn1c2ccccc2c2ccccc21 (stereo not given)
  2.1	6	-0.6	-0.3	-2	4	5.2	5	-6	-28	-5
O=C(NC(Cc1ccccc1)C(=O)O)/C(=C\c1ccccc1)NC(=O)c1ccc(Br)o1 (stereo not given)
  3.2	-20	3.9	2.9	-10	-1	-4.5	-2	-7	25	12
CC(CC1CC(C)(C)OC1=O)C(=O)Nc1ccc([N+](=O)[O-])cc1 (stereo not given)
  0.1	7	3.3	-1.1	1	-30	-1.8	5	5	10	7
O=C(Nc1cc2c(cc1Cl)OCCO2)c1ccco1
  2.3	.	1.2	0.5	-3	-18	-1.6	-1	1	8	12
CCOc1ccc(NC(=O)COC(=O)CN2CCCCCC2=O)cc1
  -1.9	25	2.0	1.9	14	-7	-2.9	-3	-5	14	-5
COc1ccc(CN2CCCC(C(=O)N3CCCC3)C2)cc1 (stereo not given)
  -2.9	27	1.2	-1.1	-8	14	-0.1	-1	-10	0	17
CC(=O)NC1CCN(C(=O)N2CCCC2)CC1
  1.5	34	2.8	5.5	6	2	-2.2	11	-2	13	120
Cc1ccccc1-c1nnc(SCC(=O)c2c(N)n(C3CC3)c(=O)[nH]c2=O)o1
  0.5	-3	-0.9	1.2	4	-2	-2.3	-3	-5	9	136
Cc1cc(=O)oc2cc(OC(C)C(=O)Nc3ccc(N4CCOCC4)cc3)ccc12 (stereo not given)
  -1.1	-1	2.6	1.9	9	10	-0.4	-2	2	2	-6
O=C(Nc1ncccn1)C1CCCCC1
  1.1	-26	3.0	3.4	1	-41	0.0	-2	-5	0	-18
COCCn1c(Cc2ccccc2)nnc1SCC(=O)N1CCCCC1C (stereo not given)
  -4.0	0	0.0	-2.0	-1	15	-1.6	2	0	10	-10
O=C(CCSc1ccc(Cl)cc1)N1CCOCC1
  0.0	.	3.5	0.0	-11	0	-3.3	-5	-10	18	-18
CCNC(=S)NNC(=O)c1cccnc1
  -1.1	-2	0.1	0.5	1	-1	-1.2	-4	-4	6	-17
CCOC(=O)N1CCN(S(=O)(=O)N2CCCC(C(=O)NCCc3ccccc3)C2)CC1 (stereo not given)
  0.1	12	0.6	1.2	-1	15	-2.2	-2	-7	12	-8
Cc1[nH]c2ccccc2c1C(=O)COC(=O)c1ccccc1O
  0.9	-13	0.1	0.9	-13	-14	6.4	4	5	-33	61
N/C(=N\OC(=O)c1ccoc1)c1ccc(Br)cc1
  1.0	20	4.0	1.5	-7	7	4.3	2	-4	-18	-8
Cc1cc(C(F)(F)F)n2ncc(-c3ccccc3)c2n1
  -0.7	.	1.6	0.2	-16	-14	1.3	-1	-5	-7	4
Cc1ccc(N/C=C2\CCCCC2=O)c(C)c1
  0.7	-33	3.9	-0.7	1	-1	-0.9	-5	-3	5	-5
Cc1ccccc1Nc1nc(N)nc(COc2ccc(C#N)cc2)n1
  -1.4	15	4.7	4.7	3	-11	-0.2	-19	0	1	4
Cc1cc(NC(=O)C2COc3ccccc3O2)no1 (stereo not given)
  -0.8	14	3.6	-1.7	7	3	-2.6	-7	-6	15	-1
CCOc1ccccc1CN1CCN(Cc2ccc3cccc(OC)c3n2)CC1CCO (stereo not given)
  .	-1	0.6	.	-4	-24	-3.6	-1	-12	17	-3
COc1ccc(C2=Cc3ccc(OC(C)=O)cc3OC2)cc1
  .	-35	1.9	.	0	-15	-2.4	-4	-4	12	.
CC1=C(C(=O)Nc2ccccc2F)C(c2cccs2)NC(=S)N1 (stereo not given)
  2.9	18	3.4	2.4	6	2	-3.2	3	3	18	-6
COc1ccc(NC(=O)c2cc([N+](=O)[O-])ccc2N2CCN(C)CC2)cc1
  -0.3	-7	1.2	3.3	-8	4	-0.3	-3	-10	1	151
Cc1ccc(CN(c2ccc(C(=O)NCc3ccc4c(c3)OCO4)cc2)S(C)(=O)=O)cc1
  0.5	.	2.4	1.8	-1	-1	3.5	-1	-10	-19	4
CN1CCN(C(=S)c2cn(Cc3cccc(F)c3)c3ccccc23)CC1
  0.1	8	1.6	3.1	0	6	-2.8	-16	-10	15	-10
CN1CCN(c2ncccc2S(=O)(=O)N2CCCCC2)CC1
  -0.5	-26	1.1	2.8	-1	8	-4.1	0	3	20	-7
Cc1cccc(C(=O)NCC(=O)N2CCN(S(=O)(=O)c3ccccc3)CC2)c1
  1.3	-13	-0.8	-0.6	5	-10	-0.6	-4	1	4	-19
CN1C2CCC1CC(OC(=O)c1c[nH]c3ccccc13)C2 (stereo not given)
  -1.8&-0.4	14&10	3.0&1.5	-3.2&-0.8	4&1	-17&-9	-0.3&-1.4	-9&4	-7&2	2&8	11&4
Cc1cc(-c2ccccc2)nc2[nH]n(-c3ccccc3)c(=O)c12
  2.2	.	3.7	3.4	13	2	-0.5	-1	0	2	-4
COc1ccc(OC)c(NC(=O)c2cnn(-c3ccccc3Cl)c2NC(=O)c2ccco2)c1
  -0.9	-4	2.4	-2.7	-1	-11	-0.8	-6	3	4	.
NS(=O)(=O)c1cc2c(cc1Cl)NCNS2(=O)=O
  38*	4	3.3	55*	5	7	-1.2	-9	-3	6	-18
CCCc1cc(=O)oc2cc(OC(C)C(=O)NCc3ccccn3)c(Cl)cc12 (stereo not given)
  1.1	7	0.7	3.1	8	23	-0.3	2	-1	1	27
Cc1ccc2nc(NC3=NCN(Cc4cccnc4)CN3)nc(C)c2c1
  .	3	4.2	.	-2	13	-3.4	-2	-2	17	.
CCCOc1ccc(NC(=O)C2CC(=O)N/C(=N/N=C(\C)CCc3ccc4c(c3)OCO4)S2)cc1 (stereo not given)
  2.5	21	-0.9	4.6	2	-25	1.2	4	7	-6	443
COc1ccccc1CN1CC(=O)N2CSC[C@H]2C1=O
  -2.0	-8	0.2	0.4	-3	-3	-4.0	-8	-8	18	-16
CN1C(c2ccccc2)CCOS1(=O)=O (stereo not given)
  1.0	-9	2.7	3.5	-9	-8	-3.2	-2	1	18	8
Cc1ccc2c(c1)C1CN(C)CCC1N2C(=S)NC(=O)c1ccc(Br)cc1 (stereo not given)
  -4.0	15	-3.1	-5.0	0	.	.	-2	5	.	.

# An excerpt from above in order of the Mot1-301 SUMO value, smallest number first:
mol	PfHsp90 set2	phage Ecoli inh	AddAB inh	PKA-R2B act	OPRM1-OPRD1 ag	Tat transport	PKA-R1A act	MOR-DOR inv ag	Mot1-301 SUMO
NS(=O)(=O)c1cc2c(cc1Cl)NCNS2(=O)=O	4	3.3	55*	5	-1.2	-9	-3	6	-18
Cc1sc2nc3ccc(NCc4ccco4)nn3c(=O)c2c1C	7	1.7	3.8	-11	-2.7	7	-8	12	-5
COc1ccc(CN2CCCC(C(=O)N3CCCC3)C2)cc1 (stereo not given)	27	1.2	-1.1	-8	-0.1	-1	-10	0	17

# Results in HTR5A inv ctr, PKA-R1A act and AddAB inh (four entries from above):
structure | HTR5A inv ctr | PKA-R1A act | AddAB inh
Cc1cccc(C(=O)NCC(=O)N2CCN(S(=O)(=O)c3ccccc3)CC2)c1 | -10 | 1 | -0.6
Cc1ccc(CN(c2ccc(C(=O)NCc3ccc4c(c3)OCO4)cc2)S(C)(=O)=O)cc1 | -1 | -10 | 1.8
CN1C(c2ccccc2)CCOS1(=O)=O (stereo not given) | -8 | 1 | 3.5
Cc1ccc2nc(NC3=NCN(Cc4cccnc4)CN3)nc(C)c2c1 | 13 | -2 | .

# Compound activity as filed in PubChem.
